HBB splicing: qHTS Assay for Modulators of Hemoglobin Beta Chain Splicing; HBB splicing reporter cell assay, activation; EGFP reporter with mutant IVS2-654 intron; response scale: normalised to 500 nM splice-correcting PNA; Potency, µM (top dose mostly 46.1 µM), inactives show top-dose activation, actives largely listed as activators; hit rate 0.06% among 65,000; AID 925, 2007; also: potency is read from the fitted curve at half-maximal effect; 0% is about no effect
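Compounds were applied for 2 days to HeLa EGFP-654 cells, 500/well in Optimem with 2% FCS. The reporter's EGFP is disrupted by mis-splicing of beta-globin intron IVS2-654. Readout: summed well GFP fluorescence from 488 nm laser scanning; reference was 500 nM antisense […] 654 PNA.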
Tau fil binding: qHTS Assay for Tau Filament Binding; recombinant tau filaments, thioflavin S fluorescence, 15 h; filaments grown with octadecylsulfate alongside compound; Potency, µM (highest dose often 57.1 µM), without a hit: top-dose activity change, negative = inhibition; hit rate 2% among 71,000; AID 596, 2007;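 also: potency is read from the fitted curve at half-maximal effect; % is scaled to controls: 0 for no effect and ±100 for the full control effect; actives lower thioflavin S fluorescence by blocking filaments or displacing dye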
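Thioflavine S fluorescence (ex 450, em 510 nm) reports filaments formed from 1 uM human tau plus 30 uM ODS over 15 h at 37 C (10 mM HEPES pH 7.4, 100 mM NaCl, 5 mM DTT); compounds displacing dye or blocking filaments lower signal.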
15-hLO inh: qHTS Assay for Inhibitors of 15-hLO (15-human lipoxygenase); Polyunsaturated fatty acid lipoxygenase ALOX15 (Homo sapiens), P16050; purified 15hLO-1, xylenol orange hydroperoxide absorbance; Potency, µM (series often up to 57.1 µM), inactives show top-dose activity change, negative = inhibition, usual class: inhibitors; hit rate 1.4% among 74,000; AID 887, 2007; also: potency is read from the fitted curve at half-maximal effect; % is scaled to controls: 0 for no effect and ±100 for the full control effect; nearly all actives have a fitted effect of over 55% in size
Target sequence (P16050 whole entry, looked up): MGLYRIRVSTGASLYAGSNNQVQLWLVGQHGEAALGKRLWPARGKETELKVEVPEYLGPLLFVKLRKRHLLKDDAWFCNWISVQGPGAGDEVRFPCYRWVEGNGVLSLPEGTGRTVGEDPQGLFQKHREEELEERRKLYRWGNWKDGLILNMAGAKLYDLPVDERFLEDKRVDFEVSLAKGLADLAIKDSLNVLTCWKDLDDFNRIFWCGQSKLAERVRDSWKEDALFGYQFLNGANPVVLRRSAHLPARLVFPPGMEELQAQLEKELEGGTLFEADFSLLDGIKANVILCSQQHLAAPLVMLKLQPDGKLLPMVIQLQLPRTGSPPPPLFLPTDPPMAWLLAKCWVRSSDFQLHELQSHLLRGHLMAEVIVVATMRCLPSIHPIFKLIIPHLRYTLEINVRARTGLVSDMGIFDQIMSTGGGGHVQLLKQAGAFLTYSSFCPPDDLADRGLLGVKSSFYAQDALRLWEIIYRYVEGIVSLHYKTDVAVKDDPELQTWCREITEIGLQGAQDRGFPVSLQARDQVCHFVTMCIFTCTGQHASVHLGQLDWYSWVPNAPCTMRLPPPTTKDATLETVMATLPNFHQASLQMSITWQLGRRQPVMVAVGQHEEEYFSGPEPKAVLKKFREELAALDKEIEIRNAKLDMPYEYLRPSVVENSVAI
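Readout: Fe(III)-xylenol orange absorbance, 573-to-405 nm ratio as reaction progress. Enzyme 40 nM purified human 15hLO-1, substrate 50 uM arachidonic acid, 6 min RT after 15 min compound preincubation; Hepes pH 7.5 buffer with Triton X-100.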
ERK AVP block: qHTS Assay for Inhibitors of the ERK Signaling Pathway using a Homogeneous Screening Assay | HEK293-V1b, vasopressin-stimulated pERK AlphaScreen | Potency, µM (titrated, usually from 57.5 µM), without a hit: at the highest dose activity, negative = inhibition, hits mostly inhibitors | hit rate 0.99% among 72,000; also: potency is read from the fitted curve at half-maximal effect; % is scaled to controls: 0 for no effect and ±100 for the full control effect; nearly all actives have a fitted effect of over 55% in size
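Overnight-seeded V1b-HEK293 cells in 1% FBS got compound, then vasopressin (25 nM final, 5 min, 37C), then lysis buffer. AlphaScreen detection of phospho-ERK; activity normalized to basal and full-stimulation controls.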
CRE-bla Fsk: Cell signaling CRE-BLA (Fsk stim). CHO CRE-bla reporter (cAMP response element driving beta-lactamase), forskolin EC10, beta-lactamase ratio. Potency, µM (titrated, usually from 38.2 µM), inactives show at the top dose activity change, negative = inhibition, most hits filed as activators. hit rate 2.5% among 71,000. AID 662, 2007; active = well fitted activation curve with a large enough effect in the signal ratio, with a control signal flat, not every such curve was filed as active; inconclusive = small, poorly fitted or top-dose-only effect, or effect the other way, or a change in a side signal; the % refers to the signal ratio; also: potency is read from the fitted curve at half-maximal effect; % of control where 0% means no effect
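Reporter-gene assay: CHO cells with beta-lactamase behind cAMP responsive elements, co-treated with compound and EC10 NKH 477 for 3 hours at 37 degrees Celsius. Activity came from the 460/530 nm CCF4 emission ratio.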
HADH2 inh: qHTS Assay for Inhibitors of HADH2 (Hydroxyacyl-Coenzyme A Dehydrogenase, Type II); Potency, µM (doses to about 57.1 µM), for the others: top-dose activity change, negative = inhibition, usual class: inhibitors; hit rate 3.4% among 73,000; recombinant HADH2, NADH fluorescence, beta-hydroxybutyryl-CoA; also: potency is read from the fitted curve at half-maximal effect; % is scaled to controls: 0 for no effect and ±100 for the full control effect; nearly all actives have a fitted effect of over 60% in size; many of its hits are not listed in these tables
Target sequence (Q99714 whole entry, looked up, one chain of several): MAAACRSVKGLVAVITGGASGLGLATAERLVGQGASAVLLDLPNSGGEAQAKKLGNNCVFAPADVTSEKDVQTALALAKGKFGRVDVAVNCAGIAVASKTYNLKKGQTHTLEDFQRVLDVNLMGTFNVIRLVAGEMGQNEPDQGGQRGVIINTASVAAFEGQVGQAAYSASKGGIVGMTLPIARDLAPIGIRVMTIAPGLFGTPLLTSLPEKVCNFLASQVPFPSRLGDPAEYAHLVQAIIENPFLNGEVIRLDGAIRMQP
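E. coli-expressed His-tagged HADH2 tested at 20 nM in alkaline Tris buffer (pH 9.0); oxidation of 90 uM beta-hydroxybutyryl-CoA with 1 mM NAD+ tracked fluorimetrically for 4 min.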
TexasRed autofl: qHTS Assay for Spectroscopic Profiling in Texas Red Spectral Region; Compound fluorescence, Texas Red channel, 547/618 nm; stronger effect = higher value; max dye-equivalent concentration, M; hit rate 0.06% among 59,000; AID 587, 2007; in the data active = max dye-equivalent concentration above about 10 nM; inconclusive = between about 1.1 nM and that limit
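Texas Red-region profiling: compounds in 100 mM Tris pH 8.0 were read at 547/618 nm after 15 min at room temperature. Intensities were normalized against a six-point Texas Red standard series to give dye-equivalent concentration.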
Hsp90 Hop PPI: qHTS Assay for Disrupters of an Hsp90 Co-Chaperone Interaction | Hsp90 C-terminal peptide / TPR2A (Hop) interaction, human | AlphaScreen TPR2A-His6 binding biotin-Hsp90 C-terminal peptide | Potency, µM (titrated, usually from 57 µM), inactives show at the top dose activity change, negative = inhibition | hit rate 0.44% among 71,000 | AID 595, 2007; active = well fitted curve in either direction with a large enough effect; inconclusive = small, poorly fitted or top-dose-only effect, or another doubt; also: potency is read from the fitted curve at half-maximal effect; % is scaled to controls: 0 for no effect and ±100 for the full control effect; many of its hits are not listed in these tables
Pol III holo inh: qHTS Assay for Inhibitors of DNA Polymerase III Holoenzyme System; reconstituted DNA polymerase III holoenzyme replication, biochemical; Potency, µM (series often up to 57.1 µM), for inactives: top-dose activity change, negative = inhibition; hit rate 0.25% among 71,000; also: potency is read from the fitted curve at half-maximal effect; % is scaled to controls: 0 for no effect and ±100 for the full control effect
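Reconstituted *E. coli* holoenzyme (0.35 nM Pol III, 1 nM beta, 154 nM SSB, 2 nM primase) was preincubated with compound for 15 min at RT. Synthesis on 1.4 nM ssM13Gori ran 35 min, then was stopped with PicoGreen/EDTA and read as dsDNA fluorescence.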
Rhodamine autofl: qHTS Assay for Spectroscopic Profiling in Rhodamine Spectral Region | Rhodamine-region fluorescence, 547/598 nm, Tris buffer; stronger effect = higher value | max dye-equivalent concentration, M | hit rate 0.05% among 59,000; in the data active = max dye-equivalent concentration above about 11 nM; inconclusive = between about 1.1 nM and that limit
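Intrinsic compound fluorescence, ex 547 / em 598 nm, CCD imager. Tris 100 mM pH 8.0; 15 min RT. Output = rhodamine dye-equivalent concentration at each compound concentration.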
Luciferase inh: qHTS Assay for Inhibitors of Firefly Luciferase; hit rate 2.2% among 72,000; AID 411, 2009; Luciferin 4-monooxygenase (Photinus pyralis), P08659; purified firefly luciferase, luminescence, 8 min; Potency, µM (doses to about 57.1 µM), for the others: at the top dose activity change, negative = inhibition, usual class: inhibitors; also: potency is read from the fitted curve at half-maximal effect; % is scaled to controls: 0 for no effect and ±100 for the full control effect; nearly all actives have a fitted effect of over 40% in size
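Titration-based qHTS; buffer 50 mM imidazole pH 7.2, 50 mM KCl, 7 mM MgCl2, 10 uM ATP, 0.01% Tween 20, 0.05% BSA; luciferase/luciferin detector mix added after compound; 8 min, ambient; luminescence.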
An asterisk follows results filed as active; i = inactive; ? = inconclusive; · = no result given; [ ] = another dose, or the depositor's remark. Unless noted, calls follow the shape of the dose curve; as a rule, active = well fitted curve in the direction sought with a large enough effect; inconclusive = small, poorly fitted or top-dose-only effect, or another doubt; inactive = no such curve, though single readings can be large; an effect the other way counts as inactive or inconclusive. Some of the compounds tested; count on the stated rates, not on these rows.

SMILES	HBB splicing	Tau fil binding	15-hLO inh	ERK AVP block	CRE-bla Fsk	HADH2 inh	TexasRed autofl	Hsp90 Hop PPI	Pol III holo inh	Rhodamine autofl	Luciferase inh
O=C(Nc1cccc2ccccc12)c1ccc(Br)o1	1.0%[9.22 µM]	-2.5%	-11.7%	7.0%	-2.5%	-3.2%	·	-2.5%	1.7%	·	-0.8%
CC(=O)N1CCc2cc(S(=O)(=O)NC(C(=O)Nc3nc(C)cs3)C(C)C)ccc21 (stereo not given)	-5.2%	4.4%	5.1%	-3.0%	?	4.2%	i	-18.0%	0.3%	i	3.0%
CCN(CC)c1ccc2cc(-c3nc4ccccc4n3C)c(=O)oc2c1	?	i[11.4 µM]	-4.6%[11.4 µM]	2.1%	?	8.9%[11.4 µM]	·	20.3%[11 µM]	12.5%[11.4 µM]	·	-26.9%
O=C(O)CCCc1nc2ccccc2s1	-0.8%	3.9%	40.3%[activator]	10.2%	29.6%	-16.5%	?	-26.9%	-12.1%	i	0.5%
Cc1ccc(Cn2c(=O)c3ccccc3n3c(CCC(=O)O)nnc23)cc1	0.3%	10.0%	-2.3%	·	-7.2%	3.2%	·	-0.2%	-10.5%	·	3.3%
COc1ccc(CNC(=O)CN(C(=O)c2ccc(CN3CCOCC3)o2)C2CCCC2)cc1	·	-0.2%	6.4%	4.2%	-0.6%	6.9%	?	0.8%	-3.8%	i	2.4%
COc1cc2c3cc1Oc1c(OC)c(OC)cc4c1[C@@H](Cc1ccc(O)c(c1)Oc1ccc(cc1)C[C@@H]3N(C)CC2)N(C)CC4	·	?	-8.0%[25.6 µM]	-11.9%	-10.8%	4.8%	i	-4.7%	-6.5%	i	2.4%[11.4 µM]
Cn1c(=O)c2c(nc(Br)n2CCSc2nnnn2-c2ccccc2)n(C)c1=O	3.1%[0.369 µM]	-0.2%	-2.0%	-15.1%	?	-2.9%	?	-0.4%	-15.8%	i	1.0%
COCc1[nH]nc2c1C(c1ccc(OC)c(OC)c1)C(C#N)=C(N)O2 (stereo not given)	·	-4.5%	-4.5%	16.8%	11.4%	-1.2%	i	?	-2.4%	i	5.8%
Cn1c(=O)c2c(nc(OCc3ccccc3)n2C)n(C)c1=O	1.5%	-3.4%	10.6%	-15.0%	12.6%	5.4%	·	-2.1%	-1.9%	·	-0.4%
CC(=O)NC(C(=O)NCC(N)=O)C(C)C (stereo not given)	·	-2.7%	-1.8%	-4.4%	0.8%	-4.6%	i	-0.6%	-3.1%	i	-0.8%
O=C(CN1C(=O)CSc2ccccc21)Nc1ccccc1C(=O)N1CCOCC1	1.2%	-5.5%	6.2%	-20.6%	?	2.6%	?	-5.7%	-7.8%	i	2.0%
CCOc1ccc(CCNC(=O)C2CCCN(C(=O)N(C)C)C2)cc1OCC (stereo not given)	-2.6%	-1.9%	-2.3%	8.8%	?	2.3%	i	6.5%	-4.4%	i	-0.6%
COc1ccccc1N1CCN(C(=O)CN(Cc2ccccc2)S(C)(=O)=O)CC1	-0.5%	-0.8%	-7.6%	-8.8%	-9.5%	5.6%	i	-5.4%	-8.1%	i	0.5%
CCOC(=O)N1CCN(c2c(-c3ccc(C)cc3)c(=O)c2=O)CC1	0.7%[0.369 µM]	-2.1%	10.5%	14.9%	12.0%	4.0%	i	-2.4%	-1.6%	i	1.4%
O=C(NCc1ccccc1)[C@@H]1C[C@H]1[C@@H](NP(=O)(c1ccccc1)c1ccccc1)c1ccccc1	1.1%	-3.2%	·	6.2%	-22.3%	2.1%	·	-8.4%	-1.7%	·	·
COc1ccc(S(=O)(=O)N2CN(Cc3ccco3)c3nc4ccccc4nc32)cc1	-0.2%[0.369 µM]	14.0%	-9.9%	-23.7%	12.9%	-11.2%	i	-3.4%	12.1%	i	-10.0%
Cc1ccnc(NC(=O)c2ccc(NC(=O)c3ccco3)cc2)c1	-3.2%	9.1%	1.3%	-9.9%	-5.1%	104.3%[activator]	i	-4.3%	3.0%	i	25.1µM*
CC1=Nn2c(nnc2C2CCCCC2)SC1	-0.9%	-1.2%	-13.7%	-10.0%	-4.2%	-16.4%	i	-4.1%	-10.4%	i	1.9%
COC(=O)N1CCC2(CCN(Cc3cc(C(F)(F)F)cc(C(F)(F)F)c3)CC2)CC1	0.6%	-15.0%	3.4%	0.9%	5.1%	1.7%	i	-1.7%	-1.7%	i	1.4%[11.4 µM]
CCCCS(=O)(=O)C(=C1Nc2ccccc2N1)S(=O)(=O)CCCC	-2.0%	-2.0%	-2.0%	2.5%	-22.7%	5.4%	?	3.0%	-4.3%	i	1.6%
CCOc1ccc(-n2c(SCC(N)=O)nc3c(c2=O)SCC3)cc1	0.5%	8.2%	0.8%	-8.3%	-3.5%	-4.8%	?	-4.6%	-2.7%	i	1.5%
O=C(Nc1nnc(-c2ccccc2)s1)c1ccc(Cl)c(S(=O)(=O)N2CCOCC2)c1	-1.1%[0.0738 µM]	1.9%[11.4 µM]	0.2%[11.4 µM]	10.2%	4.6%[7.6 µM]	6.2%[11.4 µM]	·	-7.1%[11 µM]	-2.3%[11.4 µM]	·	-6.8%
O=C(CN(c1ccc(F)cc1)S(=O)(=O)c1ccccc1)NCc1ccco1	·	5.3%	-6.4%	-26.0%	-1.8%	-8.2%	?	-5.5%	-4.0%	i	-1.3%
CCOc1ccc(NC(=O)CCNS(=O)(=O)c2ccc3c(c2)c(=O)n(C)c(=O)n3C)cc1	0.3%	-14.3%	3.6%	-4.2%	?	4.8%	i	-0.3%	-7.8%	i	-0.9%

Further compounds follow:
SMILES	HBB splicing	Tau fil binding	15-hLO inh	ERK AVP block	CRE-bla Fsk	HADH2 inh	TexasRed autofl	Hsp90 Hop PPI	Pol III holo inh	Rhodamine autofl	Luciferase inh
Cn1c(=O)c2c(ncn2CCN(CCO)Cc2ccccc2)n(C)c1=O	·	-6.6%	-7.6%	-2.5%	0.5%	-2.5%	i	0.3%	-10.1%	i	4.5%
CCN1C(=O)/C(=C2\SC(=S)N(CCCOC)C2=O)c2ccccc21	·	7.7%	0.6%	-4.7%	3.1%	-0.2%	?	-0.3%	-5.5%	i	2.0%
Cc1ccc(NCc2nnc(SCCN3CCCCC3)n2CC2CCCO2)c(C)c1 (stereo not given)	-0.1%[57.5 µM]	-9.2%	-13.4%	-30.4%	-7.8%	3.5%	i	-6.7%	-8.8%	i	0.2%
COCCNC(=O)[C@@]1(Cc2ccccc2)C=C[C@@H](C)N1C(=O)OC	0.8%	-0.7%	-9.6%	10.9%	-11.8%	7.3%	·	-5.9%	7.9%	·	·
COC(=O)c1[nH]c2ccccc2c1NC(=O)CN1CCN(c2cccc(Cl)c2)CC1	-1.5%	56.4%	-27.1%	?	?	13.2%	i	-5.6%	-0.1%	i	2.5%
O=C1c2ccccc2C(=O)N1CCCCSc1nnnn1-c1ccccc1	0.7%[57.5 µM]	?	-2.4%	-17.6%	3.9%	-15.1%	i	25.3%	2.3%	i	-1.3%
Cc1ccccc1OCC(=O)N(Cc1ccc(N(C)C)cc1)C1CCS(=O)(=O)C1 (stereo not given)	6.7%	-24.0%	-3.2%	-8.4%	-12.6%	3.9%	i	-5.0%	0.2%	i	0.6%
O=C(c1ccc2c(c1)OCO2)N(c1ccc(F)cc1)C1C=CS(=O)(=O)C1 (stereo not given)	0.6%	13.0%	-0.3%	1.7%	-7.9%	-2.2%	?	2.8%	-3.9%	i	-0.1%
O=S1(=O)CC(NCc2ccccc2)C(Nc2ccc(Cl)cc2)C1 (stereo not given)	6.0%	-13.0%	-10.6%	-0.9%	?	3.7%	i	2.6%	-2.4%	i	3.9%
COc1ccc(CCNC(=O)c2ccc3c(c2)NC(=O)C(N2CCOCC2)S3)cc1OC (stereo not given)	-0.2%	-14.6%	6.2%	5.0%	10.8%	-8.4%	i	0.6%	3.9%	i	-0.5%
